TCR act: activators of T cell receptors; primary human leukocytes, anti-CD3, IL-2 HTRF, 48 h; Potency, µM (titrated, usually from 9.22 µM), for the others: top-dose activation of IL-2 secretion, actives largely listed as activators; 330,000 tested, under 10 active; AID 504894; also: % of control where 0% means no effect
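IL-2 release read by HTRF sandwich (Eu cryptate donor, d2 acceptor, 665 nm emission) after 48 hr exposure of primary human leukocytes to compound together with anti-CD3 beads in the absence of co-stimulatory signals.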
BRCA1 expr act: increases BRCA1 expression; 380,000 tested, 1.1% active; Potency, µM (series often up to 46.1 µM), for inactives: at the highest dose activation, hits mostly activators; MCF7-BRCA1-FFLuc reporter, luminescence, 48 h; response scale: scaled: vehicle 0%, 10 µM genistein 100%; also: potency is read from the fitted curve at half-maximal effect; nearly all actives have a fitted effect of over 80% in size; some results filed as inactive show a strong effect at the top dose
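48 h compound treatment of MCF7-BRCA1-FFLuc cells (phenol-red free MEM, 37 °C), then 15 min with luciferase substrate and luminescence imaging.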
p53 reactivation: re-activators of mutant p53; H1299 p53-A138V BP100-luciferase reporter, luminescence, 24 h; Potency, µM (highest dose often 92.2 µM), for inactives: at the highest dose activity change, positive = activation, hits mostly activators; 320,000 tested, 0.063% active; AID 504706; also: potency is read from the fitted curve at half-maximal effect; % of control where 0% means no effect; nearly all actives have a fitted effect of over 45% in size
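p53-null H1299 cells stably carrying temperature-sensitive p53-A138V and a BP100-luciferase reporter were pinned with compounds (4-point, 1:5 series) and held 24 hrs at 37 deg C. Luminescence was read 10 min after detection reagent.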
TRPV1 agonist: agonists of human vanilloid receptor 1 (TRPV1) | Q8NER1 | TRPV1-expressing cells, Fluo-8 calcium influx, agonist mode | activation, % at 8.33 µM | 320,000 tested, 0.19% active; in the data active = activation above about 80%; inconclusive = between about 30% and that limit; also: 0% is about no effect
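Cells expressing TRPV1 were dye-loaded with Fluo-8 and read kinetically: 10 s baseline, 3 min after compound (agonist portion), then 2 min after EC20 capsaicin (allosteric enhancer portion). Calcium-bound dye fluorescence at 480/520 nm.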
a7 integrin act: activators of alpha7 integrin expression for muscular dystrophy | alpha7betagal myoblasts, beta-gal FDG fluorescence, 48 h | Potency, µM (top dose mostly 38.3 µM), for the others: at the highest dose activation, actives largely listed as activators | 350,000 tested, 0.064% active;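 also: potency is read from the fitted curve at half-maximal effect; 100% = response of the positive control SU9516; nearly all actives have a fitted effect of over 60% in size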
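Alpha7betagal+/- myoblasts (passage 13) were plated 16-24 hr, then exposed to compounds (1:260 dilution of DMSO stock) for 48 hours at 37C. After MPER lysis, β-galactosidase reporter activity was read as FDG fluorescence (ex 480/em 540) after 30 minutes.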
B2AR arrestin: beta2AR (human) beta-arrestin recruitment activity | beta-arrestin recruitment to beta2AR, cell-based reporter | Potency, µM (highest dose often 46.1 µM), inactives show at the top dose activation, most hits filed as activators | 330,000 tested, 0.02% active | AID 492947;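 also: potency is read from the fitted curve at half-maximal effect; 0% = DMSO controls and full agonism = EC100 isoproterenol or metaproterenol; nearly all actives have a fitted effect of over 65% in size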
Target sequence (P07550 whole entry, looked up): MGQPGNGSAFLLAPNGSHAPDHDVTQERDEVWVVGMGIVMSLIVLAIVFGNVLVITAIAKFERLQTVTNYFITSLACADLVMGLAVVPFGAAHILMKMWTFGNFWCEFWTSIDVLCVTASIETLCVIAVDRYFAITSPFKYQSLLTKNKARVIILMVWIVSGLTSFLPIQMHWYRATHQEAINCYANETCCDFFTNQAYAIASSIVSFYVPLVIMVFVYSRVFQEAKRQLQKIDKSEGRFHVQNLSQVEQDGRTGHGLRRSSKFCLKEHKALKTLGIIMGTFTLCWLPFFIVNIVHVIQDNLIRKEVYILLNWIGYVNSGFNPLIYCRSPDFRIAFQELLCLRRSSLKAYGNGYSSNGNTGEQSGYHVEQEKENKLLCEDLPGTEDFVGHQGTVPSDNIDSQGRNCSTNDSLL
CXXC DNA block: inhibitors of human MLL CXXC domain-DNA interaction; MLL-CXXC / FITC-HOXA9 DNA fluorescence polarization; Potency, µM (top dose mostly 115 µM), for inactives: top-dose activity change, negative = inhibition, hits mostly inhibitors; 290,000 tested, 0.037% active; AID 2662; active = well fitted inhibition curve with a large enough effect in the polarisation, with a control signal flat, not every such curve was filed as active; inconclusive = small, poorly fitted or top-dose-only effect, or effect the other way, or a change in a side signal; inactive = no such curve, though single readings can be large or run the other way; the % refers to the polarisation; also: potency is read from the fitted curve at half-maximal effect
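Fluorescence polarization: 7 uM MLL-CXXC (stock) preincubated 5 min with compounds, then 50 nM fluorescein-HOX-A9 DNA (stock) added; 30 min ambient. Buffer 50 mM Tris-HCl pH 7.5, 50 mM NaCl, 1 mM DTT, 0.05% BSA.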
A-T KAP1 phos: candidate therapy for ataxia-telangiectasia. […] A-T fibroblasts, KAP-1 phosphorylation AlphaLISA; neocarzinostatin DNA damage 30 min before lysis. Potency, µM (top dose mostly 57.5 µM), without a hit: at the highest dose activation, usual class: activators. 320,000 tested, 0.19% active; also: potency is read from the fitted curve at half-maximal effect; % of control where 0% means no effect; nearly all actives have a fitted effect of over 45% in size
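hTERT-immortalized A-T patient fibroblasts ([…]), 500 cells/well in OPTI-MEM, 1% FBS, got compounds for 60 min, then NCS for 30 min at 37C. Lysates were then assayed for phospho-KAP-1 by AlphaLISA (anti-pKAP1 donor, anti-KAP1 acceptor beads), 6 hr at 25C.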
ELG1 repair inh: ELG1-dependent DNA repair inhibition. HEK293T ELG1-luciferase reporter, luminescence, 16 h; DNA damage induced by 5-fluorouridine. Potency, µM (doses to about 46.1 µM), for inactives: at the highest dose activity change, negative = inhibition, usual class: inhibitors. 330,000 tested, 2.3% active. AID 504467; also: potency is read from the fitted curve at half-maximal effect; % is scaled to controls: 0 for no effect and ±100 for the full control effect; nearly all actives have a fitted effect of over 55% in size
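5-Fluorouridine DNA damage + compound/DMSO, 2,000 cells/well, 16 h, 37 °C/5% CO2. ONE-Glo, 30 min RT, luminescence. Readout = decrease in reporter signal.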
PTAP TSG101 blk: blocks PTAP/TSG101 interaction to inhibit HIV-1 budding | Potency, µM (highest dose often 115 µM), for inactives: at the highest dose activity change, negative = inhibition, most hits filed as inhibitors | Fluorescence polarization, FITC-PTAP peptide / Tsg101 binding | Q99816 | 340,000 tested, under 10 active; active = well fitted inhibition curve with a large enough effect in the main read-out, with a control signal flat, not every such curve was filed as active; inconclusive = small, poorly fitted or top-dose-only effect, or effect the other way, or a change in a side signal; inactive = no such curve, though single readings can be large or run the other way; also: potency is read from the fitted curve at half-maximal effect; % of control where 0% means no effect
Target sequence (Q99816 whole entry, looked up): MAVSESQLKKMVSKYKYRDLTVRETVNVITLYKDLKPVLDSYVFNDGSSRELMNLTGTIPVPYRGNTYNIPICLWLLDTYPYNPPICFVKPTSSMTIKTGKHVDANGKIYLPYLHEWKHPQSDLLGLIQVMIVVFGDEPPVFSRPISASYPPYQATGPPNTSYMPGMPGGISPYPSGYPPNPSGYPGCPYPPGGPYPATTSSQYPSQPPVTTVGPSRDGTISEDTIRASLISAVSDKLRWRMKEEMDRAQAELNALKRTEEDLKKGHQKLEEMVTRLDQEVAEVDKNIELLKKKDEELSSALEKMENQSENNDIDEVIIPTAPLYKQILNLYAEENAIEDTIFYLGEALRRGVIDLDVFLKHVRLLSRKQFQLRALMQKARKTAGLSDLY
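Tsg101 binding domain (10 uM final) was mixed with compound and a FITC-labeled PTAP peptide (50 nM final) in HEPES pH 7.5 buffer with NaCl, Tween 20, EDTA and TCEP; fluorescence polarization was read after 20 min at r.t.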
Numbers without * were called inactive; ? = inconclusive; · = not tested or not shown; [ ] = remark or other dose. Unless noted, calls follow the shape of the dose curve; as a rule, active = well fitted curve in the direction sought with a large enough effect; inconclusive = small, poorly fitted or top-dose-only effect, or another doubt; inactive = no such curve, though single readings can be large; an effect the other way counts as inactive or inconclusive.

The first 2 records (preview)
Fields: TCR act	BRCA1 expr act	p53 reactivation	TRPV1 agonist	a7 integrin act	B2AR arrestin	CXXC DNA block	A-T KAP1 phos	ELG1 repair inh	PTAP TSG101 blk
> C=CCn1c(C)cc(C(=O)CSc2nc3ccccc3o2)c1C
→ -6%	-34%	·	-4	-56%	-0.4%	2%	7%	?	-1%
> CC(C)(C)c1cn(-c2ccc(Cl)cc2)c(=S)[nH]1
→ -3%	10%	1%	-8	44%[7.66 µM]	4.5%	6%	·	9%	-1%

The list itself, repeating the preview:
Fields: TCR act	BRCA1 expr act	p53 reactivation	TRPV1 agonist	a7 integrin act	B2AR arrestin	CXXC DNA block	A-T KAP1 phos	ELG1 repair inh	PTAP TSG101 blk
> C=CCn1c(C)cc(C(=O)CSc2nc3ccccc3o2)c1C
→ -6%	-34%	·	-4	-56%	-0.4%	2%	7%	?	-1%
> CC(C)(C)c1cn(-c2ccc(Cl)cc2)c(=S)[nH]1
→ -3%	10%	1%	-8	44%[7.66 µM]	4.5%	6%	·	9%	-1%
> COc1ccc(OCC(=O)NC(=O)c2ccccc2OC)c([N+](=O)[O-])c1
→ 1%	-13%	7%	0	-8%	3.2%	·	7%	0%	-8%
> O=C(Nc1ccc(O)c2c(=O)cc(-c3ccccc3Cl)oc12)c1ccc(Cl)cc1Cl
→ 1%	0%	-2%	-3	27%	-0.3%	2%	0%	-14%	3%
> O=C(Nc1cccc2ncccc12)c1ccccc1F
→ -1%	-32%	·	9	-8%	-1.9%	2%	0%	-7%	1%
> Fc1ccc(Nc2ccnc(C(F)(F)F)c2)cc1
→ -1%	9%	2%	19	3%	0.0%	-2%	-11%	?	0%
> CCOc1ccc(N2CC(C(=O)Nc3ccccc3F)CC2=O)cc1 (stereo not given)
→ 4%	1%	-4%	?	-8%	-0.1%	4%	·	11%	-2%
> Cc1cc(C)cc(N2C(=O)CC(Cn3nc(C)cc3C)C2=O)c1 (stereo not given)
→ -5%	-4%	-1%	-1	16%	-0.4%	7%	4%	3%	-1%
> CC(CCc1ccccc1)NC(=O)COC(=O)c1ccc(F)cc1 (stereo not given)
→ -8%	-18%	-5%	?	0%	0.3%	-8%	?	-5%	1%
> CCOC(=O)C(C)Sc1nc(-c2cccs2)ccc1C#N (stereo not given)
→ -5%	-41%	?	4	2%	0.0%	0%	0%	6%	1%
> COCCN(C(=O)c1ccc(NC2CC2)c([N+](=O)[O-])c1)c1c(N)n(CC(C)C)c(=O)[nH]c1=O
→ 1%	-22%	-1%	-4	?	-3.9%	·	-7%	7%	-3%
> Nc1cc(=O)[nH]c(SCC(=O)Nc2cccc([N+](=O)[O-])c2)n1
→ -4%	1%	1%	-2	24%	-0.6%	4%	-20%	-10%	-4%
> Cc1ccnc(NC(=O)c2cccc(S(=O)(=O)N3CCN(c4ccccc4)CC3)c2)c1
→ 9%	-2%	5%	10	-36%	0.4%	·	0%	?	-7%
> CCCC(C(=O)NC1CCCC1)N(C(=O)Cn1nnc(-c2ccc(C)o2)n1)c1cccc(O)c1 (stereo not given)
→ 2%	0%	-1%	2	-18%	-1.0%	9%	0%	-2%	1%
> Cc1cc(=O)c(C(=O)O)cn1Nc1ccc(F)cc1
→ 2%	11%	-7%	1	7%	0.1%	1%	-2%	18%	-4%

(continued)
Fields: TCR act	BRCA1 expr act	p53 reactivation	TRPV1 agonist	a7 integrin act	B2AR arrestin	CXXC DNA block	A-T KAP1 phos	ELG1 repair inh	PTAP TSG101 blk
> Cc1ccnc(NCc2ccc(Br)cc2)c1
→ 5%	51%	13%	4	1%	0.2%	34%[activator]	2%	-3%	-9%
> Cc1ccc(S(=O)(=O)Nc2ccccc2F)cc1C(=O)OC(C)C(=O)N1CCOCC1 (stereo not given)
→ -7%	-39%	6%	1	15%	0.3%	·	9%	-4%	0%
> Clc1cc(Cl)cc(Nc2ncnc(-n3cccc3)n2)c1
→ -5%	-35%	-7%	-5	-2%	0.5%	1%	10%	-18%	0%
> S=c1[nH]c2ccccc2n2cccc12
→ -5%	0%	-11%	-4	-34%	0.6%	17%	2%	?	-6%
> Cc1c(C2(O)CCCCC2)[nH]c2cnccc12
→ -1%	-4%	1%	2	-3%	-0.1%	·	18%	?	0%
> CSCC(=O)Nc1ccc(F)c(Cl)c1
→ 1%	8%	7%	2	-20%	0.1%	-1%	7%	-4%	0%
> Cc1[nH]nc2c1C1(CCN(Cc3ccccc3)CC1)C(C#N)=C(N)O2
→ 4%	0%	32%	-2	-19%	-0.3%	-7%	-10%	-7%	-9%
> O=C(Cc1coc2ccc3ccccc3c12)Nc1nccs1
→ 2%	-27%	0%	3	10%	0.0%	14%	-2%	-8%	1%
> CCN(CC)CC(=O)n1c2c(c3ccccc31)CCCC2
→ 6%	-15%	-14%	10	3%	0.0%	-5%	11%	0%	-1%
> Cc1cc(C)nc(-n2ncc3c2CCCC3=O)n1
→ -14%	75%	-2%	1	-7%	-0.8%	0%	1%	13%	-2%
> COc1ccc(/C=N/NC(=O)c2cccnc2)cc1COc1ccc(NC(C)=O)cc1
→ -5%	-51%	5%	-2	-14%	-0.3%	12%	-15%	-15%	-1%
> CC(=O)NS(=O)(=O)c1ccc(NC(=O)c2oc3c(Cl)cccc3c2C)cc1
→ -4%	-6%	-1%	4	-4%	0.4%	-11%	1%	-4%	-6%
> COC(=O)Nc1ccc(S(=O)(=O)N2CCC(C(=O)N3CCCC(C)C3)CC2)cc1 (stereo not given)
→ 0%	0%	-2%	-2	25%	-0.1%	8%	2%	0%	-6%
> CC(C)(C)n1nnnc1C(c1cccc(C(F)(F)F)c1)N1CCOCC1 (stereo not given)
→ ·	2%	0%	5	1%	-0.4%	14%	0%	-6%	-9%
> COc1ccc(C(=O)Nc2ccc(C(=O)N3CCCCC3C)cc2)c(OC)c1OC (stereo not given)
→ 1%	7%	-5%	-5	-23%	0.4%	-2%	-6%	1%	2%

(continued)
Fields: TCR act	BRCA1 expr act	p53 reactivation	TRPV1 agonist	a7 integrin act	B2AR arrestin	CXXC DNA block	A-T KAP1 phos	ELG1 repair inh	PTAP TSG101 blk
> COC(=O)/C(=C/c1c[nH]c2ccccc12)[N+](=O)[O-]
→ 0%	1%	20%	-5	-16%	-0.8%	?	18%	?	-1%
> CNc1ccc(C(=O)OCC(=O)Nc2ccnn2C(C)C)cc1[N+](=O)[O-]
→ 3%	-14%	2%	2	?	0.0%	·	-5%	11%	-2%
> CC1CC(C)CN(CCCOc2ccccc2[N+](=O)[O-])C1 (stereo not given)
→ 6%[46.1 µM]	-10%	1%	-5	-21%	-3.5%	7%	-10%	1%	0%
> CCOC(=O)C(NC(C)=O)(Nc1ccc(S(=O)(=O)Nc2ncccn2)cc1)C(F)(F)F (stereo not given)
→ -5%	2%	8%	-3	14%	0.3%	-2%	-7%	13%	0%
> CCc1ccc(CN(C)C(=O)c2cc(COc3c(F)cccc3F)on2)cc1
→ -3%	46%	19%	12	15%	0.2%	-3%	5%	11%	-4%
> O=C(NN=Cc1ccc(O)cc1)c1ccccc1NS(=O)(=O)c1cccs1
→ -5%	13%	2%	·	41%	0.0%	·	2%	17%	-1%
> CC1CCC(C(C)C)C(=O)/C1=C\c1ccc(NC(=O)CCC(=O)O)cc1 (stereo not given)
→ 5%	-11%	-1%	-2	0%	-0.3%	-4%	-3%	?	-1%
> CCc1ccc(NC(=O)c2ccc(NC3=NC4CS(=O)(=O)CC4S3)cc2)cc1 (stereo not given)
→ -3%	37%	-3%	5	-12%	0.4%	12%	0%	3%	-8%
> CS(=O)(=O)Nc1nc2ccccc2[nH]1
→ 1%	-4%	0%	4	25%	4.4%	2%	1%	2%	-5%
> CCc1ccc(N(CC(=O)Nc2sc3c(c2C(=O)OC)CCCC3)S(C)(=O)=O)cc1
→ 6%[46.1 µM]	-18%	-7%	-3	-6%	-1.1%	16%	3%	10%	0%
> Cc1cc(C)n(Cc2ccc(C(=O)NCc3ccco3)o2)n1
→ -3%	-13%	0%	-2	-24%	-0.4%	-14%	·	-2%	-7%
> CCCn1c(CNS(=O)(=O)c2ccc(C)cc2)nc2ccccc21
→ 1%[46.1 µM]	-16%	1%	17	23%	0.4%	-21%	9%	0%	-4%
> Cc1c(OCC(=O)NC2CC(C)(C)NC(C)(C)C2)ccc2c3c(c(=O)oc12)CCC3
→ 4%	46%	-2%	-2	-44%	-0.5%	-2%	-3%	27%	-6%
> COc1ccccc1-c1nnc2sc(COc3ccccc3)nn12
→ -1%	-30%	-6%	3	-1%	-0.4%	-3%	5%	?	-9%
> COc1cccc(-c2c(C(=O)N/N=C/c3ccncc3)nnn2-c2nonc2N)c1
→ 0%	6%	-9%	0	-7%	0.3%	-3%	3%	0%	-7%

Screening results as filed in PubChem.
